CHRM5 PAM – CHRM5 positive allosteric modulation; CHO-K1 hM5, Fluo-8 calcium, ACh EC20 PAM; 0% = ACh EC20, 100% = ACh EC100; activation, % at 3 µM; 360,000 compounds, 0.3% hits; P08912;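 active means activation above the run cutoff, the mean activation of all test compounds plus 3 SD, cut at about 18% in these data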
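Test system: CHO-K1 hM5 cells / Doses: single-point, 3 µM nominal / Times: Post-acetylcholine fluorescence recording 140 s / Technique: Fluo-8 calcium fluorescence / Measure: Max/basal fluorescence ratio as % of EC20–EC100 ACh window / Benchmarks: low control EC20 acetylcholine (0%), high control EC100 acetylcholine (100%) / Replicates: one well per compound, no replicates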
M1 PAM – human CHRM1 positive allosteric modulation. P11229. CHO-K1 hM1, Fluo-8 calcium fluorescence, ACh EC20; 0% = ACh EC20, 100% = maximal ACh. activation, % at 3 µM. 360,000 compounds, 0.088% hits; in the data active means activation above about 19%, passing the limit was not always enough
Target sequence (P11229 whole entry, looked up): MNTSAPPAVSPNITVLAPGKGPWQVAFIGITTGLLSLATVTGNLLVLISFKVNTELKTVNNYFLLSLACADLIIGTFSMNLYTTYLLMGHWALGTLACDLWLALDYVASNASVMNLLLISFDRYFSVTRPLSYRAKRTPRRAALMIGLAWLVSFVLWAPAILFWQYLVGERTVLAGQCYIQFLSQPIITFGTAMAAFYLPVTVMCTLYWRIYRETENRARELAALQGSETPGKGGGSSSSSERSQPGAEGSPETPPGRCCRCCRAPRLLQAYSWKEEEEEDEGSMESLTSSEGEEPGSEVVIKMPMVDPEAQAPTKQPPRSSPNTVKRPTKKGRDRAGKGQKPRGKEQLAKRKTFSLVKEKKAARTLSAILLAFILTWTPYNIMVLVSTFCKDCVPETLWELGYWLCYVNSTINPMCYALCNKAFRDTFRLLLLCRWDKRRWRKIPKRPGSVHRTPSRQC
CHRM1 agonist – agonists of human M1 muscarinic receptor | activation, % at 3 µM | P11229 | 360,000 compounds, 0.33% hits | AID 588814 | CHO-K1 hM1, Fluo-8 calcium fluorescence, agonist mode; 0% DMSO, 100% acetylcholine EC100;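 active means activation above the run's mean compound activation plus 3 SD, cut at about 16% in these data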;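 further: peak over basal fluorescence ratio within a 140 s kinetic read after compound addition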
M1 antag – human CHRM1 antagonism | P11229 | CHO-K1 hM1, Fluo-8 calcium fluorescence, ACh EC80 antagonist | inhibition, % at 3 µM | 360,000 compounds, 1.3% hits;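 active means percent inhibition above its own plate's cutoff, namely the mean of that plate's compound wells plus 3 SD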;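 further: peak over basal fluorescence ratio during 140 s after agonist addition; 0% = ACh EC80 plus DMSO and 100% = DMSO alone without agonist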
CHRM5 agonist – agonists of human muscarinic M5 receptor (CHRM5); CHO-K1 hM5 cells, Fluo-8 calcium fluorescence; 0% DMSO wells, 100% maximal acetylcholine response; 360,000 compounds, 0.19% hits; activation, % at 3 µM;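 active means activation above the run's mean over test compounds plus 3 SD, cut at about 23% in these data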;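 further: signal is peak over basal fluorescence ratio across the kinetic read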
CHRM4 antagonist – CHRM4 antagonism in calcium assay | 360,000 compounds, 0.73% hits | CHO-hM4 cells, ACh EC80, Fluo-8 calcium fluorescence | inhibition, % at 3 µM | AID 624125;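 active means inhibition above its plate's cutoff, the mean inhibition of sample wells plus 3 SD, cut at about 27% in these data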;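 further: 0% = acetylcholine EC80 with DMSO and 100% = DMSO without agonist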
M5 antag – blocks acetylcholine activation of human M5 receptor; CHO-hM5 cells, Fluo-8 calcium fluorescence, ACh EC80; inhibition, % at 3 µM; 360,000 compounds, 0.59% hits; AID 624040;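 active means inhibition above a per-plate cutoff, the mean of that plate's test compounds plus 3 SD, cut at about 27% in these data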;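 further: 0% = acetylcholine EC80 with DMSO and 100% = DMSO without agonist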
TAAR1 ag – human TAAR1 agonism; CHO RD-HGA16 TAAR1, Fluo-8 calcium fluorescence; vehicle wells 0%, saturating PEA agonist 100%; activation, % at 3 µM; 360,000 compounds, 0.99% hits;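 active means activation above the mean activation of all test compounds in the run plus 3 SD, cut at about 38% in these data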
Target sequence (Q96RJ0 whole entry, looked up): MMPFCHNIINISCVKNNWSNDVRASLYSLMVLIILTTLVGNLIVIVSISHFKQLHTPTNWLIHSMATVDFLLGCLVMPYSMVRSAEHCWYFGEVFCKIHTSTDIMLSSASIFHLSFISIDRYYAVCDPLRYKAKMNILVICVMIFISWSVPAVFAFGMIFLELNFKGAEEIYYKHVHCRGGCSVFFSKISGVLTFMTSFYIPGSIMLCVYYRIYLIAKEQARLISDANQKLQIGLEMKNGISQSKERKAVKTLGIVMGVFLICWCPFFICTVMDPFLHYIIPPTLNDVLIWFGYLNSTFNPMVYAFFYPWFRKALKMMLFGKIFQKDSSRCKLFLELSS
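Signal – calcium-sensitive Fluo-8 signal, excitation 470-495, emission 515-575 nm · System – RD-HGA16 (CHO) cells co-expressing Gα16 and hTAAR1 · Incubation – 17-24 h seeding, 75 min 37 °C dye, 30 min RT · Compound dosing – 3 µM single concentration · Repeats – no replicates (n 1)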
CHRM4 agonist – agonists of human muscarinic M4 receptor (CHRM4) | P08173 | CHO-K1 hM4/Gqi5, Fluo-8 calcium fluorescence; vehicle 0%, full acetylcholine response 100% | activation, % at 3 µM | 360,000 compounds, 0.14% hits;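 active means activation above the run mean over all test wells plus 3 SD, cut at about 32% in these data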;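 further: peak over basal fluorescence ratio per well then scaled between controls; 0% = DMSO wells and 100% = acetylcholine at EC100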
Numbers without * were called inactive; nt = no result given.

SMILES | CHRM5 PAM | M1 PAM | CHRM1 agonist | M1 antag | CHRM5 agonist | CHRM4 antagonist | M5 antag | TAAR1 ag | CHRM4 agonist
O=C(CN1C(=O)NC(c2ccccc2)(c2ccccc2)C1=O)NCc1ccc(F)cc1 | -4 | 0 | -3 | 8 | 4 | -10 | -3 | 9 | 7
CCOC(=O)N1CCC(Nc2nc3ccccc3n3cnnc23)CC1 | -4 | 1 | -2 | 2 | 2 | -5 | 3 | 4 | 2
Cc1nc2ccc(NC(=O)c3cccc(S(=O)(=O)N4CC(C)OC(C)C4)c3)cc2s1 (stereo unspecified) | 0 | -5 | -5 | -19 | -6 | -1 | -9 | 2 | 1
CCc1ccc(CN2CCC(Oc3cc(C(=O)NC4CC4)ccc3OC)CC2)cc1 | -8 | -8 | -2 | 12 | -9 | 11 | 18 | 3 | 2
CCOc1ccc(NC(=O)CSc2nnc(-c3ccccc3)n2N)cc1 | 1 | -1 | -4 | -4 | -7 | -6 | -6 | 7 | 1
CCOc1ccc(C(=O)Nc2cccc(SC)c2)cc1 | 2 | 6 | -7 | -4 | -4 | -11 | -4 | -1 | -1
CC[C@]1(C(=O)OC)[C@H]2C(=O)N(C)C(=O)[C@H]2[C@H]2CN(C)C(=NC)N21 | 1 | 11 | 4 | -15 | 0 | -5 | -14 | 1 | 0
O=C(NCc1ccc(Cl)cc1)c1cc(-c2cccs2)on1 | -3 | 4 | -6 | -14 | 0 | 4 | 4 | 4 | 2
O=C(O)/C=C\C(=O)Nc1ccccc1F | 1 | 1 | 0 | -4 | 1 | 0 | -5 | 0 | 0
OC(COCC1COc2ccccc2O1)CN1CCN(c2ccccc2F)CC1 (stereo unspecified) | 0 | 1 | -1 | -8 | -2 | -9 | 15 | 10 | 7
CCn1c(=O)cc(OCC(=O)N2CCN(c3ccc(F)cc3)CC2)c2ccccc21 | -12 | 8 | -6 | -9 | 0 | -4 | 1 | 4 | 6
CC(C)(C)c1ccc(CC(=O)N2CCC2(C)C(=O)Nc2cccc3ccccc23)cc1 (stereo unspecified) | -3 | 2 | -3 | -6 | -1 | -16 | 4 | 2 | -1
CCSc1nnc(-c2ccc(C)cc2)c2ccccc12 | 2 | 14 | -8 | -14 | -3 | 3 | -4 | 17 | -2
Cc1cc(C(=O)NC(C)c2ccncc2)no1 (stereo unspecified) | 1 | 3 | -2 | -1 | 1 | 5 | -1 | nt | -1
COC(=O)c1ccc(NC(=S)NC2c3ccccc3CC2O)cc1 (stereo unspecified) | -2 | 4 | -1 | 0 | 4 | 6 | 6 | 10 | 8
Cc1cc(C)n(C(=O)CNC(=O)CCc2ccccc2)n1 | 3 | 7 | -2 | -3 | -2 | -8 | -2 | 14 | 1
COc1ccc(OC)c(S(=O)(=O)N2CCCC(C(=O)NCc3cccnc3)C2)c1 (stereo unspecified) | 4 | 9 | -10 | -12 | -5 | -5 | 17 | 1 | 1
O=c1c(-c2ccccc2)nc2ccccc2n1C(c1ccccn1)c1nc2ccccc2[nH]1 (stereo unspecified) | 6 | nt | nt | nt | 1 | -3 | -13 | -1 | 3
O=C(CSc1ncn[nH]1)NCCCc1ccccc1 | 3 | -1 | 0 | -23 | 1 | 5 | -10 | 3 | 1
Nn1c(CSc2ccccn2)nc2ccccc2c1=O | -2 | 14 | 1 | -16 | 4 | 1 | 2 | 5 | 3
O=C(Nc1ccc(NC(=O)c2cccs2)cn1)c1ccccc1 | -7 | 6 | -6 | -3 | 1 | -5 | 0 | 8 | 10
COc1ccccc1C1c2[nH]c3ccccc3c2CCN1Cc1ccc(NC(C)=O)s1 (stereo unspecified) | -7 | -12 | -4 | 17 | -5 | -4 | 3 | 7 | 12
CC(N=Cc1c(O)c2ccccc2oc1=O)C(=O)O (stereo unspecified) | -16 | -11 | -5 | 13 | 3 | -4 | -1 | 10 | 9
CN(C)C(CNC(=O)CSc1nc2sc3c(c2c(=O)n1C)CCC3)c1ccccc1 (stereo unspecified) | 6 | -1 | -7 | 0 | -5 | -21 | -10 | 7 | 6
COC(=O)C[C@H]1C[C@@H]2c3cc(NS(=O)(=O)c4ccc(OC)cc4)ccc3O[C@@H]2[C@H](CO)O1 | 3 | 7 | 2 | -3 | 0 | -17 | -6 | 8 | 0

Continued:
SMILES | CHRM5 PAM | M1 PAM | CHRM1 agonist | M1 antag | CHRM5 agonist | CHRM4 antagonist | M5 antag | TAAR1 ag | CHRM4 agonist
Cc1ccc(S(=O)(=O)NCCSc2nnnn2-c2ccccc2)cc1 | 4 | -17 | -3 | 22 | 3 | -8 | -5 | 0 | 6
CCn1c(=O)c([N+](=O)[O-])c(NCCc2ccc(OC)c(OC)c2)c2ccccc21 | -6 | -2 | -7 | 1 | 3 | 10 | -4 | 13 | 5
CC(C)[C@H](NC(N)=O)C(=O)Nc1cccc(S(=O)(=O)N2CCOCC2)c1 | 2 | 5 | -3 | -9 | 2 | -7 | 0 | 1 | 1
CCOC(=O)c1c(C)[nH]c(N=Nc2ccc(OC)cc2)c1C | 1 | 2 | -4 | -17 | -1 | -6 | 3 | 6 | 0
Cc1noc(C)c1NC(=O)N(C)C[C@H]1Oc2c(NC(=O)NC(C)C)cccc2C(=O)N([C@H](C)CO)C[C@@H]1C | 1 | 1 | -6 | -2 | 1 | -3 | 7 | 3 | 0
CCOC(=O)/C(C#N)=N/Nc1ccc(S(=O)(=O)Nc2cc(OC)nc(OC)n2)cc1 | 5 | 7 | -5 | -10 | 0 | 4 | 1 | 6 | 0
COc1cc(Cl)c(C)cc1NC(=O)c1ccc(NS(=O)(=O)c2ccc(F)c(F)c2)cc1 | 8 | 4 | -1 | -2 | 1 | -9 | 5 | 0 | 0
Clc1ccc(-c2cc(C3CCNCC3)[nH]n2)cc1 | -11 | -2 | -4 | 8 | -4 | 8 | 18 | 4 | 2
CCOC(=O)/C(N=Nc1c(Br)cc(Br)cc1Br)=C(\C)O | 8 | 1 | -3 | -3 | 1 | 3 | -3 | 3 | -2
CSCCC(NC(=O)c1ccccc1)C(=O)NCCc1ccccc1 (stereo unspecified) | 2 | -1 | -2 | 3 | -3 | -2 | 8 | 5 | 1
Cc1ccc(Nc2nc(-c3ccc(S(=O)(=O)N4CCOCC4)cc3)cs2)cc1Cl | -6 | 3 | -3 | 6 | 1 | 1 | 7 | 2 | 1
CCc1ccc(OCC(=O)NCCN(C)C)c(Br)c1 | 1 | 4 | -5 | 8 | -3 | 4 | -2 | 1 | 1
CCN(CCO)c1ccc(N=Nc2cc(C)[nH]n2)cc1 | 2 | -4 | -2 | 8 | 2 | -4 | -6 | 3 | 2
O=C1CC(c2cc3c(cc2Br)OCO3)C2=C(CCCC2=O)N1 (stereo unspecified) | 0 | -3 | -2 | 4 | -5 | -3 | 4 | 6 | 1
O=C1C2CC=CCC2C(=O)N1c1ccc(Cc2ccncc2)cc1 (stereo unspecified) | -11 | -11 | 3 | 3 | 11 | 2 | 9 | 5 | 6
N/C(=N\OC(=O)Cc1cccc2ccccc12)c1ccccn1 | 0 | 10 | 0 | -23 | 0 | -5 | -1 | 10 | 1
Cc1cc2sc3nc(=O)n(-c4ccccc4)c(=O)n3c2cc1C | -3 | -5 | -6 | 2 | -5 | -6 | 6 | 6 | 1
COc1ccc(NS(=O)(=O)c2csc(C(N)=O)c2)cc1OC | 1 | 15 | 0 | -14 | 1 | -7 | 0 | 0 | 5
COc1ccc(NC(=O)c2ccc(CNc3c(N4CCCC4)c(=O)c3=O)cc2)cc1Cl | 16 | 21 | -2 | -15 | -1 | 2 | -12 | -2 | 0
COc1ccccc1NC(=O)CC(=O)CSc1nnc(-c2ccc(C)cc2)n1C | -6 | 2 | -2 | -5 | -7 | 4 | 7 | 13 | 1
COc1ccccc1C(=O)Nc1ccc(-c2nnn(CC(=O)NCc3ccco3)n2)cc1 | 5 | 2 | -3 | -2 | -3 | -9 | 0 | 0 | 0
COC(OC)c1ccnc(-c2ccc(OC(=O)c3ccccc3)cc2)n1 | 2 | -7 | -11 | -1 | -5 | 0 | 3 | 3 | 3
Cc1nc2c(OCc3ccc(Cl)cc3)cccn2c1N(C)Cc1cccs1 | -12 | -27 | -3 | 38* | 2 | -1 | 6 | 1 | 6
CCOC(=O)c1cc(Cl)c2c(ccc3ccccc32)n1 | 0 | 10 | -4 | -12 | -1 | -6 | -4 | -1 | 2
COc1ccccc1-n1c(CNC(=O)c2ccco2)n[nH]c1=S | -3 | 1 | -3 | 3 | -4 | 4 | 5 | 1 | 0
CCOc1ccc(-n2c(=O)[nH]cc(C(=O)Nc3ccc(OC)c(OC)c3)c2=O)cc1 | 7 | 6 | 4 | -11 | 4 | -9 | 0 | 4 | 1

Part of the list above, tab-delimited:
SMILES	CHRM5 PAM	M1 PAM	CHRM1 agonist	M1 antag	CHRM5 agonist	CHRM4 antagonist	M5 antag	TAAR1 ag	CHRM4 agonist
CCc1ccc(OCC(=O)NCCN(C)C)c(Br)c1	1	4	-5	8	-3	4	-2	1	1
CCN(CCO)c1ccc(N=Nc2cc(C)[nH]n2)cc1	2	-4	-2	8	2	-4	-6	3	2
O=C1CC(c2cc3c(cc2Br)OCO3)C2=C(CCCC2=O)N1 (stereo unspecified)	0	-3	-2	4	-5	-3	4	6	1
O=C1C2CC=CCC2C(=O)N1c1ccc(Cc2ccncc2)cc1 (stereo unspecified)	-11	-11	3	3	11	2	9	5	6
N/C(=N\OC(=O)Cc1cccc2ccccc12)c1ccccn1	0	10	0	-23	0	-5	-1	10	1
Cc1cc2sc3nc(=O)n(-c4ccccc4)c(=O)n3c2cc1C	-3	-5	-6	2	-5	-6	6	6	1
COc1ccc(NS(=O)(=O)c2csc(C(N)=O)c2)cc1OC	1	15	0	-14	1	-7	0	0	5
COc1ccc(NC(=O)c2ccc(CNc3c(N4CCCC4)c(=O)c3=O)cc2)cc1Cl	16	21	-2	-15	-1	2	-12	-2	0
COc1ccccc1NC(=O)CC(=O)CSc1nnc(-c2ccc(C)cc2)n1C	-6	2	-2	-5	-7	4	7	13	1
COc1ccccc1C(=O)Nc1ccc(-c2nnn(CC(=O)NCc3ccco3)n2)cc1	5	2	-3	-2	-3	-9	0	0	0
COC(OC)c1ccnc(-c2ccc(OC(=O)c3ccccc3)cc2)n1	2	-7	-11	-1	-5	0	3	3	3
Cc1nc2c(OCc3ccc(Cl)cc3)cccn2c1N(C)Cc1cccs1	-12	-27	-3	38*	2	-1	6	1	6
CCOC(=O)c1cc(Cl)c2c(ccc3ccccc32)n1	0	10	-4	-12	-1	-6	-4	-1	2

An excerpt. The share of hits here may be higher or lower than overall.
